# INS-1E GSIS act: GLuc luminescence reporter in INS-1E cells, primary screen for activators of glucose-dependent secretion of insulin; INS-1E GLuc reporter insulin secretion, 2-3 h; activation, % at 16.6 µM; hit rate 0.61% among 370,000; AID 743287, 2014;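 active = lowest replicate activation of at least 40%, so every replicate reaches that level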;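 also: 0% = median of neutral control wells and 100% = median of IBMX positive control wells; some compounds called inactive have numbers as strong as hits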
# F508del corr: F508del CFTR correction, initial screen, CFBE line, single point; activity (quench increase), % at 7.58 µM; hit rate 0.36% among 350,000; CFBE cells, YFP halide quenching; stimulated with forskolin plus potentiator P3; % fluorescence drop versus neutral controls; AID 720511, 2013;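 active = mean added fluorescence quench of at least 8% versus neutral control, with both replicates also reaching 8%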;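 also: cells transiently co-express mutant CFTR-F508del with the halide-sensitive YFP; corrector assay measuring rescue of mutant channel to the surface after 24 h compound exposure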
# PglD DTNB: C. jejuni PglD acetyltransferase inhibitors, primary screen, biochemical, DTNB colorimetric, single point. UDP-N-acetylbacillosamine N-acetyltransferase PglD (Campylobacter jejuni). purified PglD enzyme, DTNB colorimetric CoA detection. inhibition, % at 12.5 µM. hit rate 0.098% among 360,000. AID 602405, 2012; in the data active = inhibition above about 16%, passing the limit was not always enough; also: strong numbers were not always called active
# FN deposition inh: inhibitors of fibronectin matrix deposition, primary screen, AH1F cells, Alexa488-fibronectin fluorescence, plate reader | AH1F fibroblasts, overnight | inhibition, % at 12.6 µM | hit rate 0.086% among 350,000;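 active = mean inhibition across replicates of 30% or more, regardless of how many single replicates reach that level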;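 also: positive control wells lacked labelled fibronectin entirely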
#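 material = AH1F fibroblast monolayer depositing Alexa488-labelled fibronectin into matrix | amount = 10000 AH1F cells/well | buffer or medium = DMEM plus 2% serum, read in PBS | incubation = 1 h cell adhesion before compound, then overnight fibronectin incubation | detection = fluorescence at 485 nm excitation, 525 nm emission | evaluation = percent inhibition as loss of matrix-bound fibronectin fluorescence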
# PGC1a acetyl inh: inhibitors of PGC1a acetylation signal, primary screen, cell-based, U2OS, AlphaScreen, inhibitor mode. AlphaScreen anti-acetyl-lysine; with virally co-expressed GCN5 acetyltransferase. hit rate 0.17% among 350,000. inhibition, % at 15.6 µM. AID 651687, 2012;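 active = every replicate shows inhibition of at least 40%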;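 also: 0% = neutral control wells and 100% = positive control wells; some results beyond the cut were filed as inactive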
# Cneo AK release: Cryptococcus neoformans cell lysis inducers, primary screen, AK release luminescence, single concentration | lysis activity, % at 15 µM | C. neoformans lysis, adenylate kinase release luminescence, 4 h; normalised: neutral wells 0, clomiphene wells 100 | hit rate 0.2% among 360,000 | AID 651654, 2012;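 active = mean lysis activity across replicates of at least 80%, whatever share of replicates individually reach that level; inactive = mean lysis activity below 80%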
#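 Assay system: C. neoformans cells. Amount: yeast cell density of 5 × 10^6 cells/mL. Technique: AK luminescence. Buffer or medium: YPD. Times: static 4 h at 37 °C with compound, 1 h detection. Dosing: single-point compound dose. Read-out: lysis from increased AK signal.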
# Statin myotox sup: suppressors of statin myotoxicity in C2C12 myotubes, primary screen, cell-based, single point, plate reader; C2C12 myotubes + simvastatin, ATP luminescence, 48 h; scaled: DMSO 0, geranylgeraniol control 100; rescue of ATP level, % at 7.49 µM; hit rate 0.78% among 330,000; AID 602340, 2012;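 active = mean ATP rescue above about 67%, or every replicate alone reaching that limit, limit read from the data, passing the limit was not always enough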;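 also: myotubes were challenged with 10 µM simvastatin during compound exposure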
# miR122 inh: miR-122 Renilla sensor signal increase in Huh7, primary screen, miR-122 inhibitor project, cell-based, single point, plate reader | Huh7 miR-122 Renilla luciferase sensor, 48 h; neutral wells = 0, positive control = 100 | activation (reporter increase), % at 12.5 µM | hit rate 0.3% among 340,000 | AID 602342, 2012;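 active = mean replicate activation score at least 90 and every replicate individually at or above 90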;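 also: higher luciferase means less miR-122 activity so hits act as miR-122 inhibitors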
# * = called active by the depositor; . = no result given; & = joins results of further samples; [ ] = dose if it differs, or a comment.
SMILES,INS-1E GSIS act,F508del corr,PglD DTNB,FN deposition inh,PGC1a acetyl inh,Cneo AK release,Statin myotox sup,miR122 inh
CC(C)(CNCc1ccccc1)NS(=O)(=O)c1ccccc1,-5.3,0.3,-0.3,-3.1,-6.1,0.5,0.9,-9.6
O=C(Nc1ccccc1C(=O)NCc1ccc(Cl)cc1)c1ccco1,-9.4,.,-4.1,.,9.5,1.9,35.3,-5.2
CCOC(=O)c1ncn2c1[C@@H]1CCNC1C(=O)c1cc(OC)ccc1-2 (stereo partly drawn),.,-7.2,-1.5,-2.1,-8.5,0.1,-2.2,0.8
Cc1nn(CC(C)C)c(=S)[nH]c1=O,.,.,-4.8,7.1,.,5.5,.,-12.8
O=c1cc(CN2CCN(Cc3ccccc3)CC2)c2cc(Cl)ccc2o1,.,.,-1.8,-8.4,3.6,-10.6,7.9,-5.8
CCN1CCN(Cc2ccc(NC(=O)c3ccc(C)c(NC(=O)c4cccc5[nH]ccc45)c3)cc2C(F)(F)F)CC1,1.2&-2.7,-0.1&0.3,2.6&-4.0,-1.0&-7.1,6.6&13.5,4.2&2.1,-16.7&6.1,-17.4&-5.9
Cc1ccc(NS(=O)(=O)N(C)C)cc1,.,.,1.4,.,-0.9,-2.4,3.5,-7.1
C[C@@H]1CN([C@@H](C)CO)C(=O)c2cc(NC(=O)Nc3cccc4ccccc34)ccc2O[C@@H](C)CCCCO[C@H]1CN(C)C(=O)c1ccccc1,12.6&12.9,2.8&-1.4,1.8&3.8,.,-0.4&-5.5,8.6&0.6,7.9,-5.8
COc1cc(CN2CCN(S(=O)(=O)c3ccc(F)cc3)CC2)cc(OC)c1OC,.,.,-0.3,-4.7,-1.5,1.6,-14.5,5.0
CC(C)C(=O)Nc1cccc(C(=O)NCc2ccc3c(c2)OCO3)c1,4.4,0.0,2.0,.,8.8,-2.1,.,-5.6
CCCNC(=O)C(Cc1ccc(C(F)(F)F)cc1)NC(=O)c1ccc(C#N)cc1 (stereo not drawn),-1.6,-0.7,-4.5,4.2,.,-0.5,44.0,.
C[C@@H]1CCCCO[C@@H](CN(C)C(=O)c2ccccc2)[C@@H](C)CN([C@@H](C)CO)C(=O)c2cc(NS(=O)(=O)c3cccs3)ccc2O1,2.6,2.7,-0.1,3.0,.,-1.6,21.9,-1.1[16.7 µM]
O=[N+]([O-])c1nc2ccccc2[nH]1,5.1,-6.1,0.9,6.4,-4.9,-0.5,9.8,.
Cc1cc(C)c(C#N)c(N2CCCC(C(N)=O)C2)n1 (stereo not drawn),.,.,-4.1,.,1.0,1.4,169.7*,-15.6
COC(=O)[C@H](CC(C)C)NC(=O)Cn1cnc2c(NCc3ccccc3)ncnc21,12.0,0.2,-1.0,10.0,.,-0.9,9.9,.
O=c1c2ccccc2nc(COc2ccccc2)n1/N=C/c1c[nH]c2ccccc12,-4.7,.,-2.2,-1.3,.,-2.3,.,-1.2
COc1ccc(/C(C)=N/NC(=O)c2nnn(-c3nonc3N)c2-c2cccs2)cc1OC,1.7,1.7,2.6,0.2,-11.7,-0.4,-46.1,-0.6
COc1ccc(CC(=O)Nc2cccc(SC)c2)cc1OC,-10.4,-1.6,.,2.5,11.2,.,.,.
C=CCc1ccc(OCCn2cncn2)c(OC)c1,9.7,1.0,1.7,-3.5,13.2,-1.5,-0.1,1.3
NC(=O)CC(NC(=O)Cc1cccc2ccccc12)c1ccc(NC2CCCC2)c([N+](=O)[O-])c1 (stereo not drawn),.,2.2,-6.4,-10.9,11.9,3.4,-2.6,-3.7
CCC(=O)N(C)C[C@H]1Oc2ncc(-c3ccc(C(=O)N(C)C)cc3)cc2C(=O)N([C@@H](C)CO)C[C@H]1C,35.1,-1.4,0.4,.,-5.3,0.0,-2.6,5.2[16.7 µM]
COC(=O)Cc1nnc(NC(=O)c2ccccc2)s1,.,.,0.5,.,-6.5,-2.0,-23.3,1.6
Cc1nc2ccccc2c(=O)[nH]1,.,.,-0.2,7.2,11.7,-0.1,-0.8,8.6
CCOC(=O)c1cc(CC)sc1NC(=O)c1cc([N+](=O)[O-])ccc1N1CCOCC1,-21.8,.,-2.3,8.5,-1.4,-0.1,-49.9,-3.7
COCCN(C(=O)CCC(=O)Nc1cc(C)on1)C(C(=O)NC(C)(C)C)c1ccc(OC)cc1 (stereo not drawn),-10.8,-1.1,2.6,1.2,-15.5,4.9,6.9,21.3

# (list continues)
SMILES,INS-1E GSIS act,F508del corr,PglD DTNB,FN deposition inh,PGC1a acetyl inh,Cneo AK release,Statin myotox sup,miR122 inh
Cn1c2c(c(=O)n(C)c1=O)C1c3ccccc3OCC1C(C)(C)O2 (stereo not drawn),37.7,-6.2,-0.1,4.0,7.0,-0.1,1.0,-12.1
COc1cccc(C2/C(=C(\O)c3ccc4c(c3)OCCO4)C(=O)C(=O)N2CCN(C)C)c1 (stereo not drawn),.,.,0.0,1.1,-7.1,3.0,-3.6,-0.7
Cc1ccc(S(=O)(=O)N(C)C)cc1NC(=O)CN1c2cccc3cccc(c23)S1(=O)=O,-1.8,0.3,-0.1,2.0,3.3,-1.0,2.0,9.2
COCC(=O)N(C)C[C@H]1Oc2ncc(C#Cc3ccc(OC)cc3)cc2C(=O)N([C@H](C)CO)C[C@@H]1C,4.2,-1.2,-2.5,.,12.8,-0.9,-3.6,-0.9[16.7 µM]
CN1C(=O)C(O)(CC(=O)c2ccccc2O)c2cc(Br)ccc21 (stereo not drawn),-17.1,2.3,6.6,7.5,-8.2,-2.1,1.9,3.2
O=C(Nc1ccc(S(=O)(=O)Nc2ccccn2)cc1)c1ccc(Cl)cc1Cl,4.2,-2.5,-3.3,3.8,-13.8,-1.7,-10.5,11.8
CCOc1ccc(CCNC(=O)COC(=O)/C=C/c2ccc(OCC#N)c(OC)c2)cc1OCC,.,-1.3,-11.6,-4.7,-0.1,0.7,-2.5,-7.6
CN1CCN(c2oc(-c3ccccc3)nc2S(=O)(=O)c2ccccc2)CC1,4.1,-1.9,-0.3,2.0,3.3,0.9,-7.3,-4.8
O=C(CC12CC3CC(CC(C3)C1)C2)Nc1nncs1,0.3,-1.1,-1.7,-9.3,.,1.5,-8.0,-2.8
C=CCN1C(=O)[C@@H]2Cc3c([nH]c4ccccc34)C(c3cc(OC)c(OC)c(OC)c3)N2C1=S (stereo partly drawn),-1.8,3.5,-8.8,-24.0,-18.7,-0.9,11.3,0.5
COc1cccc(N2CCN(C3CC(=O)N(c4ccc(Cl)c(Cl)c4)C3=O)CC2)c1 (stereo not drawn),.,.,0.7,12.0,5.2,0.3,2.8,-1.7
CCOC(=O)C1=CCN(S(=O)(=O)c2ccccc2Br)C1c1cccc(C)c1 (stereo not drawn),.,1.8,1.9,-0.6,-31.8,-0.6,5.3,3.6
COc1cccc(OCC(O)CNC(=O)c2oc3c(C)c(C)ccc3c2C)c1 (stereo not drawn),-10.7,-3.6,4.6,-3.9,-5.9,2.2,-9.7,-4.1
CC(/C=C/c1ccccc1)=N\NC(=O)c1ccncc1,-2.3,.,-1.1,.,2.7,-0.9,-5.8,-3.9
CC(=O)Nc1ccc(-c2cn3cc(C)ccc3n2)cc1,14.0,.,6.1,.,0.6,-5.5,.,-4.7
COCC(=O)Nc1ccc2c(c1)C(=O)N(C)[C@@H]1CC[C@@H](CC(=O)NCc3ccccc3Cl)O[C@H]1CO2,-3.9,4.5,1.6,37.9*,5.8,-3.2,25.9,37.5[16.7 µM]
C[C@H](NC(=O)C[C@@H]1C[C@H]2c3cc(NS(C)(=O)=O)ccc3O[C@H]2[C@H](CO)O1)c1ccccc1,9.6,0.5,2.6,.,10.4,4.1,8.3,2.9[16.7 µM]
CN(C)CCNC(=O)c1[nH]c(C(F)(F)F)nc1-c1ccccc1,-5.8,0.4,6.9,-6.0,6.1,2.6,0.3,-2.4
O=C(CCCCCCCCN1C(=O)c2ccccc2C1=O)N1CCOCC1,-2.6,1.9,-7.4,-6.2,6.7,-1.5,.,-2.1
CC12CN3CC(C)(CN(C1)C3c1ccc(Cl)cc1Cl)C2O (stereo not drawn),.,.,-15.7,-1.2,11.4,-3.6,0.2,-17.9
O=C(Nc1cccc(F)c1)c1ccc2c(c1)OCCO2,23.0,-0.7,5.4,-4.6,-18.3,-4.2,-17.3,-2.4
Cc1ccc(/C=N/n2c(-c3cccnc3)n[nH]c2=S)o1,13.4,1.7,3.3,4.4,.,-3.6,.,-0.4
CCCCCCSc1cccc(-c2nc3ccc(C)cn3c2NC2CCCCC2)c1,6.3,3.8,3.4,12.4,1.8,1.1,7.7,8.3
Cc1c(C(=O)NCc2ccccc2C(F)(F)F)sc(=O)n1Cc1ccc(Cl)c(Cl)c1,-27.1,1.3,3.8,-1.5,.,-0.6,24.9,.
Cc1ccc(/C=N/n2c(-c3ccc(Cl)cc3)n[nH]c2=S)s1,-0.2,-1.0,0.6,0.9,14.7,-22.1,-2.1,1.8

# Next entries follow:
SMILES,INS-1E GSIS act,F508del corr,PglD DTNB,FN deposition inh,PGC1a acetyl inh,Cneo AK release,Statin myotox sup,miR122 inh
CCCCc1ccc(S(=O)(=O)NC(=O)C2(C)CCN2C(=O)c2c(C)noc2C)cc1 (stereo not drawn),28.3,3.5,-0.5,5.5,8.3,0.1,3.3,5.6
COc1ccc(C2CC(C(F)(F)F)n3nc(C(=O)O)c(Cl)c3N2)cc1OC (stereo not drawn),.,.,2.1,.,4.9,0.9,-2.3,-3.1
CCCC(=O)Nc1ccc2c(c1)OC[C@@H](C)N(C(=O)CC)C[C@H](C)[C@@H](OC)CN(C)C2=O,-9.6,-0.7,0.3,-1.3,6.2,-2.2,-0.3,-6.8[16.7 µM]
COc1cccc(CC(=O)OCc2csc(CC(=O)Nc3ccccc3C)n2)c1,-22.5,-3.7,-1.8,-3.3,-5.7,-0.2,-10.9,-2.6
CC(OC(=O)c1ccc(Cl)c(S(=O)(=O)Nc2ccc(F)cc2)c1)C(=O)NC(N)=O (stereo not drawn),-29.6,1.6,-12.9,-9.1,-2.2,4.4,-1.9,16.4
C[C@H]1CN([C@@H](C)CO)S(=O)(=O)c2ccc(C#CC3CC3)cc2O[C@H]1CN(C)C(=O)c1ccncc1,8.8,-2.1,-2.0,.,-0.2,-5.9,19.7,-10.9[16.7 µM]

# Reformatted with values under each structure: 4 of the compounds above.
# Under each structure – INS-1E GSIS act | F508del corr | PglD DTNB | FN deposition inh | PGC1a acetyl inh | Cneo AK release | Statin myotox sup | miR122 inh
COc1ccc(C2CC(C(F)(F)F)n3nc(C(=O)O)c(Cl)c3N2)cc1OC (stereo not drawn)
→ . | . | 2.1 | . | 4.9 | 0.9 | -2.3 | -3.1
CCCC(=O)Nc1ccc2c(c1)OC[C@@H](C)N(C(=O)CC)C[C@H](C)[C@@H](OC)CN(C)C2=O
→ -9.6 | -0.7 | 0.3 | -1.3 | 6.2 | -2.2 | -0.3 | -6.8[16.7 µM]
COc1cccc(CC(=O)OCc2csc(CC(=O)Nc3ccccc3C)n2)c1
→ -22.5 | -3.7 | -1.8 | -3.3 | -5.7 | -0.2 | -10.9 | -2.6
CC(OC(=O)c1ccc(Cl)c(S(=O)(=O)Nc2ccc(F)cc2)c1)C(=O)NC(N)=O (stereo not drawn)
→ -29.6 | 1.6 | -12.9 | -9.1 | -2.2 | 4.4 | -1.9 | 16.4

# High-throughput results (PubChem)
